High-throughput results deposited in PubChem by National Center for Advancing Translational Sciences (NCATS).
SMN2 splice enh = increases expression of the SMN2 splice variant | HEK293 SMN2-luciferase splicing reporter, luminescence, 30-36 h | Potency, µM (doses to about 46.1 µM), without a hit: top-dose activity change, positive = activation, most hits filed as activators | 210,000 tested, 2.8% active | AID 1458; also: potency is read from the fitted curve at half-maximal effect; % of control where 0% means no effect; nearly all actives have a fitted effect of over 55% in size
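HEK293 cells carry an SMN2 […]–luciferase reporter in which exon 7 inclusion puts luciferase in frame. Cells were plated 10-12 h before compound addition, then incubated 30-36 h at 37C. ONE-Glo luminescence was read; sodium butyrate at 4.5 mM final served as control.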
HTT cytoprotect = cytoprotection in Huntington HTT-Q103 PC12 cell model; PC12 HTT-Q103 induced, cytoprotection, ATP luminescence, 40 h; Potency, µM (top dose mostly 56.4 µM), for the others: cytoprotection (ATP increase), hits mostly activators; 230,000 tested, 0.14% active; AID 1471;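 also: potency is read from the fitted curve at half-maximal effect; % of control where 0% means no effect; nearly all actives have a fitted effect of over 45% in size; toxic huntingtin expression switched on by the ecdysone agonist tebufenozide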
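Rat PC12, Q103 Htt exon1-GFP fusion, ecdysone promoter; tebufenozide inducer 100 nM final; compound titration; qHTS, 1500 cells/well; ATPlite luminescent read.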
HTT aggregate = mutant huntingtin aggregation inhibition. PC12 HttQ103-GFP aggregates, Acumen cytometry, 40 h. AID 1688. Potency, µM (titrated, usually from 46.1 µM), for the others: at the top dose activity change, negative = inhibition, most hits filed as inhibitors. 220,000 tested, 1.1% active; also: potency is read from the fitted curve at half-maximal effect; % is scaled to controls: 0 for no effect and ±100 for the full control effect; nearly all actives have a fitted effect of over 60% in size
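Quantitative HTS on tebufenozide-induced (100 nM) PC12 cells stably expressing polyQ103 Huntingtin exon 1–GFP. Reduction of bright GFP aggregates, detected by laser scanning cytometry after lysis, identified actives across the titration.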
CBFb RUNX1 block = CBF-beta/RUNX1 interaction disruption | Potency, µM (highest dose often 59.8 µM), inactives show at the top dose activity, negative = inhibition, most hits filed as inhibitors | Q01196+Q13951 | 230,000 tested, under 10 active | AlphaScreen CBFb-His/RUNX1-biotin binding, biochemical; also: % of control where 0% means no effect
Target sequence (Q01196 whole entry, looked up): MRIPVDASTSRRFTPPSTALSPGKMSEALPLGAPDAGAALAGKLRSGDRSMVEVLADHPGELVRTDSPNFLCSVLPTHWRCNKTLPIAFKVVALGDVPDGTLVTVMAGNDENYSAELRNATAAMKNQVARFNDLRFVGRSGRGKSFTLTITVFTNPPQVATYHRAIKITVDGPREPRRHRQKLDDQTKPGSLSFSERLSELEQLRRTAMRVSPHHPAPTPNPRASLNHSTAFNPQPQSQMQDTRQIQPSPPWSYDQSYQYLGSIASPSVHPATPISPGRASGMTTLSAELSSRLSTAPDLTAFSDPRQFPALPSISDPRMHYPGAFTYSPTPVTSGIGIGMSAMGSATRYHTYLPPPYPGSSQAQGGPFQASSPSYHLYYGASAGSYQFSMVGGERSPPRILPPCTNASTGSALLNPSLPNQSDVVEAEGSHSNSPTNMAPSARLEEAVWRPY
Target sequence (Q13951 whole entry, looked up): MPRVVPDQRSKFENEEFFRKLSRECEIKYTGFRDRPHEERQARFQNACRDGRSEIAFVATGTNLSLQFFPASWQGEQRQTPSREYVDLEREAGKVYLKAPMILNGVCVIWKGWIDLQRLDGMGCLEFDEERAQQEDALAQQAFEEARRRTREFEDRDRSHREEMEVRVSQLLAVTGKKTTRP
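AlphaScreen proximity signal reports loss of binding between His-tagged CBF-beta and biotin-labelled RUNX1, each at 30 nM. Proteins are pre-associated for 20 minutes, compounds added for 15 minutes, then beads for 90 minutes, all at ambient temperature.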
LMNA splice mod = changes lamin A minigene splicing in HeLa cells | HeLa LMNA splicing GFP/RFP minigene ratio, 48 h | Potency, µM (top dose mostly 46.1 µM), for the others: at the top dose ratio change, negative = inhibition, most hits filed as inhibitors | 200,000 tested, 0.01% active | AID 1487; active = well fitted inhibition curve with a large enough effect in the signal ratio, with a control signal flat, not every such curve was filed as active; inconclusive = small, poorly fitted or top-dose-only effect, or effect the other way, or a change in a side signal; the % refers to the signal ratio; also: potency is read from the fitted curve at half-maximal effect; % is scaled to controls: 0 for no effect and ±100 for the full control effect
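Read-out is the ratio of GFP to DsRed2 object intensity, acquired by 488 nm laser-scanning cytometry on HeLa lamin A-EGFP minigene reporter cells. Compound incubation 48 hrs at 37 °C in Opti-MEM with 2% FBS; DMSO 0.5% final.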
IMPase Li inh = cell-permeable IMPase inhibitors with lithium potentiation; CHO-M1 cells, IP1 TR-FRET (IP-One), carbachol + lithium; AID 1457; Potency, µM (doses to about 59.4 µM), for the others: top-dose activity, negative = IMPase inhibition, usual class: inhibitors; 210,000 tested, 0.35% active;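 also: IP1 builds up when IMPase is blocked and the TR-FRET signal falls; potency is read from the fitted curve at half-maximal effect; plate controls were basal vehicle for no effect and high inhibitor control for full effect; nearly all actives have a fitted effect of over 50% in size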
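Lithium-sensitised IP1 accumulation assay; M1-expressing CHO cells treated 30 min at 37C with compound. Competitive antibody detection by time-resolved FRET followed a 10 min room-temperature lysis step.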
KinaseGlo FLuc = Kinase-Glo luciferase inhibition (counter-screen). AID 1379. Kinase-Glo luciferase, ATP luminescence, 8 min. Potency, µM (series often up to 38.3 µM), without a hit: at the top dose activity change, negative = inhibition, hits mostly inhibitors. 200,000 tested, 0.28% active; also: potency is read from the fitted curve at half-maximal effect; % is scaled to controls: 0 for no effect and ±100 for the full control effect; nearly all actives have a fitted effect of over 60% in size
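Recombinant Kinase-Glo luciferase, 10 uM ATP (linear range), luciferin; imidazole pH 7.2 / KCl / MgCl2 / Tween / BSA buffer; 8 min RT; luminescence.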
* hit, by the source's call; ? = inconclusive; · = no result given; [ ] = dose if it differs, or a comment. Unless noted, calls follow the shape of the dose curve; as a rule, active = well fitted curve in the direction sought with a large enough effect; inconclusive = small, poorly fitted or top-dose-only effect, or another doubt; inactive = no such curve, though single readings can be large; an effect the other way counts as inactive or inconclusive.

SMILES	SMN2 splice enh	HTT cytoprotect	HTT aggregate	CBFb RUNX1 block	LMNA splice mod	IMPase Li inh	KinaseGlo FLuc
Cn1c(-c2ccccc2)c(/C=N/NC(=O)c2ccc(O)cc2)c2ccccc21	·	-3%[10 µM]	-3%[9.22 µM]	-12%	?	·	·
O=C(NC(NC1CCS(=O)(=O)C1)C(Cl)(Cl)Cl)c1cccc(Cl)c1 (centres undefined)	-8%	-1%	0%	4%	7%	3%[38.3 µM]	-1%
O=C(NCCN1CCOCC1)c1ccc2ccccc2n1	?	28%	1%	-2%	-2%	33%[activator][38.3 µM]	-5%
CN1C=CC(=C2C(=O)c3ccccc3C2=O)C=C1	13µM*	-118%[inhibitor]	1%	9%	0%	-6%[38.3 µM]	?
COCCN(CCOC)c1nc(C)nc2c1nc(-c1ccccc1)n2CCCN(C)C	-4%	27%	·	6%	·	-8%	-2%
O=c1[nH]c(CN2CCN(c3ccccc3)CC2)nc2ccccc12	20%	-11%	-8%	-2%	0%	13%[38.3 µM]	-3%
O=C1OC(=O)c2c(Cl)c(Cl)c(Cl)c(Cl)c21	1%	5%	·	13%[21.7 µM]	·	-13%	·
CCc1ccc(C2NC(=S)NC3=C2C(=O)CC(C)(C)C3)cc1 (centres undefined)	-4%	-8%[10 µM]	3%	4%	-13%	-1%	4%
COc1ccc(OC)c(/C=N/NC(=O)CC(=O)NCc2ccccc2)c1	·	13%[10 µM]	-2%[9.22 µM]	2%	?	2%	-1%
O=C(Nc1cccc(C(F)(F)F)c1)N1CCN(C(=O)Nc2cccc(C(F)(F)F)c2)CC1	-9%	-6%	-6%	1%	1%	24%[38.3 µM]	-3%

SMN2 splice enh, hit marks shown above.
Molecule	SMN2 splice enh	HTT aggregate	CBFb RUNX1 block	LMNA splice mod
CN1C=CC(=C2C(=O)c3ccccc3C2=O)C=C1	13µM*	1%	9%	0%

Remaining list, next part:
SMILES	SMN2 splice enh	HTT cytoprotect	HTT aggregate	CBFb RUNX1 block	LMNA splice mod	IMPase Li inh	KinaseGlo FLuc
O=C(c1ccc2c(=O)n(C3CCCC3)c(=S)[nH]c2c1)N1CCN(C2CCCCC2)CC1	-3%	20%	?	3%	-2%	-5%[38.3 µM]	-1%
Cc1nc2c(nnn2Cc2ccccc2)c(=O)[nH]1	-14%	13%	20%	-5%	-3%[9.22 µM]	-2%	-2%
NC(=O)C(c1ccc(Cl)cc1Cl)c1ncc(C(F)(F)F)cc1Cl (centres undefined)	-21%	-6%	-12%	-2%	-4%	5%[38.3 µM]	0%
COc1ccc(CCN(C(=O)C(F)(F)F)C(C(=O)NC2CCCC2)c2cccs2)cc1 (centres undefined)	9%	-19%	-19%	8%	8%	15%[38.3 µM]	2%
O=C(c1ccco1)N1CCN(C(c2ccccc2)c2nnnn2C2CCCC2)CC1 (centres undefined)	9%	-1%[10 µM]	2%	-9%	-11%	11%	0%
CSCc1ccc(C(=O)Nc2ccc(C(N)=O)cc2)cc1	11µM*	-11%[10 µM]	14%	-4%	·	2%	-7%
O=C(O)c1ccc(NC2=C/C(=N/S(=O)(=O)c3ccccc3)c3ccccc3C2=O)cc1	-103%[inhibitor]	-180%[inhibitor]	16µM*	?	?	24%	-27%
COc1ccccc1[N+](=O)[O-]	3%	-2%	·	31%[21.7 µM]	·	16%	·
Cc1cc(C(=O)N2CCCC(CCC(=O)N3CCN(c4ccccn4)CC3)C2)c(C)o1 (centres undefined)	·	-6%	12%	7%	·	·	·
BrC(=C\c1ccccc1)/C=N/Nc1nc2ccccc2[nH]1	-10%	-15%[10 µM]	-22%	-1%	-7%	17%	-1%
Cc1ccc(C(=O)N2CCN3C(=O)c4ccccc4C23c2ccc(Cl)cc2)cc1 (centres undefined)	-61%[inhibitor]	-64%[inhibitor][10 µM]	-8%	-8%	?	42%[38.3 µM]	-2%
Cc1cccc(-n2c(O)c(C=Nc3ccccc3)c3ccccc3c2=O)n1	-10%	-24%	0%	-8%	·	7%	1%
CCOc1ccc(/C(O)=C2/C(=O)C(=O)N(CC3CCCO3)C2c2ccc(C)o2)cc1 (centres undefined)	-14%	-8%	15%	1%	18%	?	-7%
O=S(=O)(Nc1ccc(C(F)(F)F)cc1)c1cnc[nH]1	6%	-7%	-6%	-2%	-3%	14%[38.3 µM]	1%
COc1ccc(S(=O)(=O)NCCc2ccccc2)cc1	7%	-12%	-11%	-5%	-8%	34%[activator][38.3 µM]	0%
Cn1c(N2CCN(C(=O)NC34CC5CC(CC(C5)C3)C4)CC2)nc2ccccc21	-5%	-3%[1.9 µM]	-9%	9%	4%	6%	2%
CCCCCOC(=O)C1=C(C)Nc2nnnn2C1c1ccccc1Cl (centres undefined)	-28%	-8%	-21%	1%	?	42%[activator][38.3 µM]	-1%
O=C(Oc1cc(=O)oc2ccccc12)c1ccco1	12%	-3%[0.074 µM]	4%	3%	-6%	-10%[38.3 µM]	9%
N#Cc1nc(Cc2cccc3ccccc23)oc1NCc1ccc(F)cc1	-34%[inhibitor]	-6%[0.074 µM]	?	?	?	9%	-2%
O=C(CSc1nnc(-c2ccc(O)cc2)o1)Nc1ccc2c(c1)OCCO2	16µM*	-76%[inhibitor]	-1%	2%	10%	0%[38.3 µM]	-1%
NC(=O)CC[C@@H]1NC(=O)[C@H](CO)NC(=O)c2cc([N+](=O)[O-])cc(I)c2NCCCC[C@@H](C(N)=O)NC(=O)[C@H](Cc2ccc(O)cc2)NC1=O	0%	·	1%	-5%[2.36 µM]	4%	2%	3%
S=C(Nc1ccc(Cl)cc1Cl)Nc1ccccc1Oc1ccccc1	-22%	-20%	-15%	-4%	9%	15%[38.3 µM]	-3%
CC(=O)NC1CC2CCCC(C1)N2C(=O)Nc1ccccc1 (centres undefined)	2%	-33%	6%	-5%	4%	-4%[38.3 µM]	-3%
O=[N+]([O-])c1cccc(/C=N/n2cnnc2)c1O	0%	-1%[10 µM]	?	-12%	-6%	-6%	-2%
Nc1ccc2nc3c(=O)n(CCc4ccccc4)c(=O)[nH]c3nc2c1	·	-10%[10 µM]	-13%[9.22 µM]	-11%	·	·	·
CCOc1ncccc1C(=O)OCC(=O)NC1CC1	12%	8%[10 µM]	14%	10%	-15%[46 µM]	9%	6%
Cc1[nH]c(=S)n(CC2CCCO2)c1C (centres undefined)	-11%	5%[10 µM]	-7%	2%	2%	-6%[38.3 µM]	-1%
Cc1c(NC(=O)OCCNC(=O)COc2c(Cl)cccc2Cl)sc(=S)n1C	-10%	20%	5%	3%	7%	0%[38.3 µM]	-1%
COc1ccc(CN2CCCC(CNC(=O)c3ccc(F)cc3)C2)cc1OC (centres undefined)	·	-23%	-8%	11%	·	14%	3%
CCOCCCn1cnc2c(c1=O)c1nc3ccccc3nc1n2-c1ccc(C)cc1	-4%	-2%	-10%	-4%	6%	-29%[38.3 µM]	0%

Retrieved by structure from the list above (5):
SMILES	SMN2 splice enh	HTT cytoprotect	HTT aggregate	CBFb RUNX1 block	LMNA splice mod	IMPase Li inh	KinaseGlo FLuc
Nc1ccc2nc3c(=O)n(CCc4ccccc4)c(=O)[nH]c3nc2c1	·	-10%[10 µM]	-13%[9.22 µM]	-11%	·	·	·
NC(=O)CC[C@@H]1NC(=O)[C@H](CO)NC(=O)c2cc([N+](=O)[O-])cc(I)c2NCCCC[C@@H](C(N)=O)NC(=O)[C@H](Cc2ccc(O)cc2)NC1=O	0%	·	1%	-5%[2.36 µM]	4%	2%	3%
O=[N+]([O-])c1cccc(/C=N/n2cnnc2)c1O	0%	-1%[10 µM]	?	-12%	-6%	-6%	-2%
CCOc1ncccc1C(=O)OCC(=O)NC1CC1	12%	8%[10 µM]	14%	10%	-15%[46 µM]	9%	6%
Cc1[nH]c(=S)n(CC2CCCO2)c1C (centres undefined)	-11%	5%[10 µM]	-7%	2%	2%	-6%[38.3 µM]	-1%

The listing picks up, repeating the four entries before the break.
SMILES	SMN2 splice enh	HTT cytoprotect	HTT aggregate	CBFb RUNX1 block	LMNA splice mod	IMPase Li inh	KinaseGlo FLuc
Cc1[nH]c(=S)n(CC2CCCO2)c1C (centres undefined)	-11%	5%[10 µM]	-7%	2%	2%	-6%[38.3 µM]	-1%
Cc1c(NC(=O)OCCNC(=O)COc2c(Cl)cccc2Cl)sc(=S)n1C	-10%	20%	5%	3%	7%	0%[38.3 µM]	-1%
COc1ccc(CN2CCCC(CNC(=O)c3ccc(F)cc3)C2)cc1OC (centres undefined)	·	-23%	-8%	11%	·	14%	3%
CCOCCCn1cnc2c(c1=O)c1nc3ccccc3nc1n2-c1ccc(C)cc1	-4%	-2%	-10%	-4%	6%	-29%[38.3 µM]	0%
O=C(COC(=O)c1cccc(Br)c1)NCCc1ccccc1	22%	21%[10 µM]	-2%	-6%	-12%	-1%	0%
Cn1c(=O)cc(OCC(=O)N2CCN(c3cccc(C(F)(F)F)c3)CC2)c2ccccc21	7%	-38%[10 µM]	20%	-12%	-3%	-5%	0%
COc1ccc(C(=O)/C=C/c2ccc(N3CCCCC3)c([N+](=O)[O-])c2)cc1	-39%[inhibitor]	12%[10 µM]	-12%	?	?	12%	-1%
COc1ccc(C(=O)Nc2cccc(-c3cnc4ccccc4n3)c2)cc1	1%	-26%	18%	-5%	-36%	8%[38.3 µM]	-3%
CCOC(=O)N1CCN(Cc2cn[nH]c2-c2cccc3ccccc23)CC1	·	19%[10 µM]	14%[9.22 µM]	2%	?	3%	-1%
Cn1c(SCC(=O)N/N=C/c2ccc([N+](=O)[O-])s2)nnc1-c1ccc(Cl)cc1	-89%	-4%[10 µM]	-8%	-16%	?	14%	3%
O=C(CCC(=O)Nc1ccccc1)N/N=C/c1ccccc1F	9%	-16%	10%	2%	·	-2%	1%
Cc1cc(C)n(-c2nc3ccccc3nc2N2CCN(S(=O)(=O)c3ccc4ccccc4c3)CC2)n1	-10%	-7%[10 µM]	-8%	5%	1%	15%[38.3 µM]	-3%
COc1ccc(C(=O)[C@H](Br)[C@H](Br)C(=O)O)cc1	-4%[9.22 µM]	-18%[10 µM]	·	·	·	9%	-3%[7.66 µM]
CCOc1cccc(=O)c2c(C)n(-c3ccc(C(=O)O)cc3)c(C)c12	·	3%[10 µM]	27%[9.22 µM]	?	·	-1%	·
Cc1ncc(CN2CCC(CO)(CCOc3ccccc3)CC2)s1	·	4%[10 µM]	13%[9.22 µM]	5%	·	·	·
